# IDE cell activ = boosts human insulin-degrading enzyme activity in HEK cells; P14735; FAbeta-B cleavage, fluorescence polarization; 0% vehicle, 100% cell-free pure enzyme wells; activation, % at 5.96 µM; 340,000 compounds, 0.073% hits; AID 493087;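 active = activation above the mean of all tested compounds plus 3 SD, set per screening campaign, cut at about 17% in these data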
# MEKK3 PB1 HTS = modulators (inhibitors or enhancers) of MEK5 binding to human MEKK3 PB1 domain; Q99759; bead-based flow cytometry, Alexa488-MEK5 binding to MEKK3; actives lie on both sides; 0 = blocked by unlabeled MEK5, 100 = vehicle; binding response (% of control), % at 10 µM; 290,000 compounds, 1.4% hits;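 active = binding response more than 3 SD above or below the average of its plate-row segment, actives on both sides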;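 also: Alexa488 bead fluorescence after subtracting the streptavidin-only scavenger bead signal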
# CRFBP-R2 agonist = CRF-BP/CRF-R2 complex agonism; HEK293 CRF-R2/CRF-BP, calcium dye fluorescence (FLIPR); percent of saturating CRF peptide response; activation, % at 13.2 µM; 350,000 compounds, 0.46% hits; AID 588473;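 active = activation of at least 50%, plus an integration ratio under a set limit after plate pattern correction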;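 also: plate controls were neutral control wells without compound for no effect and CRF at EC100 for full effect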
# PHOSPHO1 block = inhibitors of human PHOSPHO1 phosphatase; Q8TCT1; recombinant PHOSPHO1, absorbance phosphatase assay; inhibition, % at 13.3 µM; 290,000 compounds, 1.1% hits; in the data active = inhibition above about 60%
# Target sequence (Q8TCT1 whole entry, looked up): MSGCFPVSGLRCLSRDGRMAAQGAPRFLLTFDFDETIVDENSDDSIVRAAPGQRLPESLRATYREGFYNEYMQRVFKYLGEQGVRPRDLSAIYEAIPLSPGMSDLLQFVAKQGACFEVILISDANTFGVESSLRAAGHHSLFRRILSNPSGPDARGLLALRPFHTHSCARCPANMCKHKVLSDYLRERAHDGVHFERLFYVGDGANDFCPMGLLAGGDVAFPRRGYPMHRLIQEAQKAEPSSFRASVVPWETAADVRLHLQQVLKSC
# GalR3 antagonist = blocks the human galanin receptor 3; HEK293 GalR3-CNG cAMP membrane potential fluorescence; galR3 body fused to GalR1 C-terminus; inhibition, % at 3 µM; 360,000 compounds, 0.44% hits; AID 651719;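 active = inhibition above the screen-wide average plus 3 SD, cut at about 13% in these data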;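 also: forskolin and galanin both at EC90 stimulate the cells; cAMP rise reported by CNG channel membrane potential dye signal; 0% = forskolin plus galanin with DMSO and 100% = forskolin alone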
# Target sequence (O60755 1-299 limits assumed): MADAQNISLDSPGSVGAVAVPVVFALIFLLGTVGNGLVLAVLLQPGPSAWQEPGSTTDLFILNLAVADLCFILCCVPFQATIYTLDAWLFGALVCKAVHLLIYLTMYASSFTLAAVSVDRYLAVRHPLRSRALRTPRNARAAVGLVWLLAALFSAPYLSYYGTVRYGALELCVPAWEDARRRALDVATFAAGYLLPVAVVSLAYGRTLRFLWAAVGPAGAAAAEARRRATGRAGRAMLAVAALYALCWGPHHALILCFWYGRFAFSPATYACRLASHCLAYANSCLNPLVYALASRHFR
# CRFR2-BP antag = antagonists of CRF-binding protein/CRF-R2 receptor complex; HEK293 CRF-R2/CRF-BP, CRF-induced calcium fluorescence; inhibition, % at 11.8 µM; 350,000 compounds, 0.59% hits; AID 588475;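 active = inhibition of the ligand-induced calcium signal above about 50% at the single tested concentration, limit read from the data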
# pCIP destab = compounds decreasing mouse p/CIP protein stability. Q05BA5. F442A p/CIP-EGFP cells, EGFP fluorescence, 16 h. decrease of EGFP signal, % at 10 µM. 290,000 compounds, 0.01% hits. AID 1984;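 active = EGFP signal decrease of at least 30% at 10 µM or well 3 SD below plate mean, unless failing retest; inactive = the rest, including hits failing retest or dose response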; also: some compounds called inactive have numbers as strong as hits; many of its hits are not listed in these tables
# CHRM4 PAM = potentiates acetylcholine response at human M4 receptor | AID 624126 | activation, % at 3 µM | CHO-K1 hM4/Gqi5, Fluo-8 calcium fluorescence, ACh EC20; 0% = ACh EC20, 100% = maximal ACh | 360,000 compounds, 0.4% hits;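 active = activation above its plate's cutoff, the mean activation of sample wells plus 3 SD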; also: some results filed as inactive read as strong as hits
# Target sequence (P08173 whole entry, looked up): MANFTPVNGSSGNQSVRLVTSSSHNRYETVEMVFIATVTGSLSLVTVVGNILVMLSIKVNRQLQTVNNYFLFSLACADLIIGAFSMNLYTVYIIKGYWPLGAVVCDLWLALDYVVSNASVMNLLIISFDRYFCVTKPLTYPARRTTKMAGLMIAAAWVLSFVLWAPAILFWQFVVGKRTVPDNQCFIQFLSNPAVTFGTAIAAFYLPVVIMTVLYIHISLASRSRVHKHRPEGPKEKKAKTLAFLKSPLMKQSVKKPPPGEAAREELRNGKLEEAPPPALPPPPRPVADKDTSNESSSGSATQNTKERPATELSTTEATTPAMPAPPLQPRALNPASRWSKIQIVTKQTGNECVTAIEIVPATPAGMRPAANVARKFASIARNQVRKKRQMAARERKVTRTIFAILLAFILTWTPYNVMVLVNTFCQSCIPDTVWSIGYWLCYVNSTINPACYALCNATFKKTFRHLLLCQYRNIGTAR
# IDE inh = inhibitors of human insulin-degrading enzyme in cells. P14735. HEK cells, FAbetaB cleavage, fluorescence polarization. inhibition, % at 5.59 µM. 320,000 compounds, 0.41% hits;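 active = percent inhibition above the average of all tested compounds plus 3 SD, set per screening campaign, cut at about 16% in these data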;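 also: IDE supplied by intact live HEK cells; FP after avidin binding of uncleaved biotin substrate so inhibition keeps polarization high; 0% = DMSO wells and 100% = 60 µM reference IDE inhibitor Ii1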
# Starred values were filed as active, the others as inactive; / = not tested or not shown. Hits appear at their usual frequency. Share with any hit: about 4.2%.
SMILES,IDE cell activ,MEKK3 PB1 HTS,CRFBP-R2 agonist,PHOSPHO1 block,GalR3 antagonist,CRFR2-BP antag,pCIP destab,CHRM4 PAM,IDE inh
COc1ccc(OCCCNCCc2ccccc2)cc1,-0.4,103.0,5.0,-8.8,-2.3,-11.3,-4.1,-1.3,-2.8
Cc1ccc(-c2cc(C(F)F)nc(NCc3cccs3)n2)cc1,1.5,104.0,4.9,-2.4,-3.9,-88.1,-8.2,0.0,-1.9
Cn1c(N)c(C(=O)COc2ccc(Cl)cc2Cl)c(=O)n(C)c1=O,3.9,102.0,0.1,20.4,-3.7,6.6,8.6,5.4,-3.0
Cc1[nH]n(-c2ccccc2)c(=O)c1/C=N/Nc1nncc(-c2ccccc2)n1,3.4,101.0,-1.3,66.7*,-8.6,-1.4,-2.5,0.5,0.6
O=C(Nc1ccc(S(=O)(=O)NC2=NCCCCC2)cc1)c1ccc(Cl)cc1Cl,-3.1,/,-0.9,/,-2.3,9.3,/,-7.3,0.0
CC(C)CN1C(=O)NC2(CCCc3ccccc32)C1=O (centres undefined),-1.1,101.0,-0.9,9.6,0.0,-5.4,-9.6,-1.6,-3.2
Cn1c(SCC(=O)NCc2ccco2)nnc1-c1ccccc1,-1.1,112.0,-1.7,2.9,-2.0,8.6,-1.1,9.5,4.8
Cc1cc(CN(C)C(=O)CCc2nnc(Cc3cccc(C(F)(F)F)c3)o2)on1,7.8,99.0,-0.2,28.2,-0.6,5.5,-11.8,-1.7,-4.7
O=C(Nc1cc2c(oc1=O)CCCC2=O)c1cccc(Cl)c1,6.7,102.0,-0.2,64.6*,-4.8,-9.6,-2.9,10.5,1.8
CC(=O)c1cccc(NC(=O)c2cccc(NC(=O)c3ccco3)c2)c1,-5.1,100.0,4.3,-7.8,-1.1,10.3,-0.2,2.6,10.0

# Structures above printed as active in PHOSPHO1 block.
SMILES,IDE cell activ,MEKK3 PB1 HTS,CRFBP-R2 agonist,PHOSPHO1 block,GalR3 antagonist,CRFR2-BP antag,pCIP destab,CHRM4 PAM,IDE inh
Cc1[nH]n(-c2ccccc2)c(=O)c1/C=N/Nc1nncc(-c2ccccc2)n1,3.4,101.0,-1.3,66.7*,-8.6,-1.4,-2.5,0.5,0.6
O=C(Nc1cc2c(oc1=O)CCCC2=O)c1cccc(Cl)c1,6.7,102.0,-0.2,64.6*,-4.8,-9.6,-2.9,10.5,1.8

# Fetched one by one from the list above (four):
SMILES,IDE cell activ,MEKK3 PB1 HTS,CRFBP-R2 agonist,PHOSPHO1 block,GalR3 antagonist,CRFR2-BP antag,pCIP destab,CHRM4 PAM,IDE inh
CC(=O)c1cccc(NC(=O)c2cccc(NC(=O)c3ccco3)c2)c1,-5.1,100.0,4.3,-7.8,-1.1,10.3,-0.2,2.6,10.0
CC(C)CN1C(=O)NC2(CCCc3ccccc32)C1=O (centres undefined),-1.1,101.0,-0.9,9.6,0.0,-5.4,-9.6,-1.6,-3.2
Cc1ccc(-c2cc(C(F)F)nc(NCc3cccs3)n2)cc1,1.5,104.0,4.9,-2.4,-3.9,-88.1,-8.2,0.0,-1.9
O=C(Nc1cc2c(oc1=O)CCCC2=O)c1cccc(Cl)c1,6.7,102.0,-0.2,64.6*,-4.8,-9.6,-2.9,10.5,1.8

# Other compounds follow:
SMILES,IDE cell activ,MEKK3 PB1 HTS,CRFBP-R2 agonist,PHOSPHO1 block,GalR3 antagonist,CRFR2-BP antag,pCIP destab,CHRM4 PAM,IDE inh
O=S(=O)(NCc1cccs1)NCc1ccccc1F,-2.2,105.0,-2.5,24.5,-0.9,25.1,-2.7,8.9,2.0
CC(C)(C)c1ccccc1NC(=O)NC1CCN(Cc2c(F)cccc2Cl)CC1,/,97.0,0.6,45.0,-5.0,3.5,-0.2,-0.6,11.2
O=C(NN1C(=O)/C(=C\c2cccnc2)SC1=S)C(c1ccccc1)c1ccccc1,4.8,98.0,-0.4,-20.2,-3.3,-37.1,-9.1,-2.2,-1.1
O=c1[nH]cnc2sc3c(c12)CCCC3,1.5,99.0,-0.8,-12.9,1.7,-1.1,-2.9,5.2,6.0
Cc1ncc(CO)c(CNc2ccc(-c3nc4ccccc4[nH]3)cc2)c1O,1.0,100.0,-1.1,35.1,-24.5,14.4,6.7,-1.1,/
O=C(O)/C=C/C(=O)Nc1ccc(NC(=O)c2ccccc2)c(Cl)c1,0.5,103.0,0.2,6.4,-7.2,-33.0,-4.4,-2.2,1.0
c1ccc(OCCOCCN2CCN(C(c3ccccc3)c3ccccc3)CC2)cc1,7.9,102.0,1.4,4.9,-5.3,-12.6,-8.2,-43.6,-2.8
CC(=O)c1ccc(NC(=O)C(C)NCc2ccccc2Cl)cc1 (centres undefined),4.5,109.0,0.7,-10.2,5.6,4.5,-1.3,14.3,-3.9
COc1ccc(NC(=O)c2cccc(N3C(=O)C4C5CCC(C5)C4C3=O)c2)cc1 (centres undefined),3.8,107.0,-1.5,-14.9,2.6,-4.1,1.8,-5.5,6.5
O=C1c2ccccc2C(=O)N1CCC(O)C[N+](=O)[O-] (centres undefined),3.4,100.0,-0.8,5.8,-8.0,10.6,-9.6,1.8,2.5
CCCCn1c(SCC(=O)c2ccc(OC)cc2OC)nc2cc(S(N)(=O)=O)ccc21,1.2,95.0,-1.2,37.9,-1.8,-20.4,7.5,1.2,-3.1
CCc1noc(C)c1C(=O)N1CCSC1=Nc1cccc(Cl)c1C,5.5,98.0,-2.7,47.6,-3.0,71.2*,-4.4,-3.5,-0.2
COc1ccc(C=O)cc1OC(=O)N1CCOCC1,1.9,97.0,0.5,9.4,-6.0,-5.4,9.7,2.9,7.9
COc1ccc(C2c3ccc(O)cc3Oc3ncn(CC(C)C)c(=N)c32)cc1 (centres undefined),-0.4,88.0,-0.3,10.6,-3.4,-5.4,15.1,-10.6,-7.9
O=C(OCc1nnc(-c2ccccc2)o1)c1ccc(-n2cnnn2)cc1,2.5,/,0.8,/,-5.3,-5.4,/,-0.2,4.0
Cc1ccc(NC(=O)CCS(=O)(=O)c2ccccc2)cc1S(=O)(=O)N1CCOCC1,4.7,/,-2.7,8.3,-0.6,-1.8,-14.9,4.5,-7.3
COc1cnn(-c2ccc(Br)cc2)c(=O)c1SCc1ccccc1,0.3,115.0,-1.0,12.3,-1.3,-12.9,4.0,4.2,3.6
Cc1nn(-c2ccccc2)c2c1C(c1cccc([N+](=O)[O-])c1)N(c1ccccc1)C(=O)N2 (centres undefined),0.9,92.0,-0.5,-2.4,4.0,-15.6,-10.1,1.2,-0.5
CC(C)COc1ccc(C(=O)N/C(=C/c2cccc([N+](=O)[O-])c2)C(=O)O)cc1,0.5,111.0,1.9,9.0,1.2,4.7,3.6,5.8,-7.0
Cc1cc(OC2CCCCC2)nc(-c2ccccc2O)n1,-3.0,94.0,3.3,-5.3,-0.8,-11.2,-0.3,9.8,6.4
C=CCn1c(Cc2cccs2)nnc1SCC(=O)NCc1ccco1,-2.5,102.0,1.0,14.6,5.2,-4.8,1.0,-2.2,-0.1
O=S(=O)(c1ccc(Oc2ccc(F)c(Cl)c2)nc1)N1CCOCC1,2.6,/,-3.1,/,0.9,15.9,/,2.8,-1.1
c1ccc(C[C@H]2CNCCN2CCCCC2CCCCC2)cc1,8.7,/,3.6,/,-3.2,-13.8,/,0.4,1.3
CC1CC(C)CN(c2ncc3c(n2)CC(c2ccccc2Cl)CC3=O)C1 (centres undefined),5.0,96.0,0.0,52.7,0.5,-2.8,-4.4,6.8,-1.0
COc1ccc(CCNC(=O)[C@H](CCSC)NC(=O)N2CCn3c2nc2ccccc23)cc1OC,1.7,97.0,0.1,26.6,-6.5,-10.8,-1.4,-4.3,1.8
Cc1ccc(NC(=O)c2sc3ncnc(N4CCN(c5ccccn5)CC4)c3c2C)c(C)c1,-5.8,100.0,0.4,10.3,2.8,2.1,-6.9,-6.1,5.9
c1cncc(CNc2ncnc3ccc(-c4ccc5c(c4)OCCO5)cc23)c1,2.2,/,-0.3,/,-6.2,-8.7,/,1.0,-3.1
CNC(=S)NNC(=O)c1ccc(=O)n(Cc2ccc(Cl)cc2Cl)c1,0.1,106.0,9.9,-104.7,-3.7,19.9,-19.3,7.3,-0.1
O=C(NC(Cc1ccccc1)C(=O)O)/C(=C\c1ccc(F)cc1)NC(=O)c1ccco1 (centres undefined),2.1,103.0,0.1,16.0,-7.6,7.3,-3.6,4.0,3.9
COc1cccc(-n2nc(-c3ccnn3-c3cccc(Cl)c3)c(=O)n(C)c2=O)c1,-1.1,114.0,1.1,-0.8,0.8,9.4,-10.9,-3.6,1.1
O=C(c1ccccc1)c1ccc2ccccc2c1,-4.8,/,0.6,/,-5.3,1.2,/,2.0,/
COc1ccc(Br)cc1/C=N/NC(=O)c1ccc(COc2ccc3c(c2)CCC3)o1,-0.9,105.0,5.6,27.6,2.8,7.2,-15.0,2.1,-6.5
COc1ccc(C)cc1NC(=O)CSc1ccc(-c2sc(C)nc2C)nn1,8.6,102.0,-1.1,47.7,-0.8,1.1,-14.6,-0.9,4.6
Cc1ccc(-c2nn(-c3ccccc3)cc2/C=N/NC(=O)c2ccc3c(c2)OCO3)cc1,1.6,77.0,-0.6,8.9,0.6,-3.1,-14.4,-2.8,-3.4
COc1ccccc1NC(=O)Cn1cnc2c1c(=O)n(C)c(=O)n2C,-3.0,107.0,0.4,-3.5,-4.8,8.7,9.6,-1.3,2.7
CCOC(=O)C1=CN(Cc2cccc(F)c2)S(=O)(=O)N(C)C1c1ccccc1 (centres undefined),1.6,/,3.4,/,-10.1,40.2,/,-6.9,/
C#CCNC(=O)C1=C[C@H](c2csc3ccccc23)C[C@H](OCc2ccc(CO)cc2)O1,1.9,100.0,-1.1,27.7,-6.0,5.0,-4.7,-8.1,-1.3
CC(C)n1nnnc1SCC(=O)NCc1ccco1,1.0,100.0,0.8,/,-0.2,1.4,/,2.8,2.9
OC(CNCCc1ccc(C(F)(F)F)cc1)COc1cccc2ccccc12 (centres undefined),7.8,106.0,0.8,-29.5,-7.9,-50.8,-2.1,4.9,-2.1
O=C(COc1ccc2c3c(c(=O)oc2c1)CCC3)N[C@@H](CSCc1ccccc1)C(=O)O,3.6,97.0,-2.0,2.7,-1.9,7.4,0.0,1.4,-3.2
COC(=O)c1cc(OC)c(OC)cc1NC(=S)N1CCC(C(N)=O)CC1,7.5,98.0,-0.5,31.0,-4.2,-9.3,-5.2,7.2,8.4
O=C(CSCCO)Nc1ccc(C23CC4CC(CC(C4)C2)C3)cc1,5.9,93.0,0.0,-16.7,-2.7,-33.8,-0.9,5.0,0.1
COc1ccc(-c2ccc3c(N)c(C(=O)NC(C)C)sc3n2)cc1OC,/,110.0,6.9,1.8,-0.3,5.4,3.6,-4.5,2.7
O=C(O)c1cc2nccc(-c3ccco3)n2n1,3.0,111.0,0.6,33.4,-6.5,-7.9,5.4,-0.6,-6.5
CCOC(=O)C1=C(O)/C(=C\c2ccc(CNC(=O)C(=O)Nc3ccccc3)o2)N=C1C,-5.1,100.0,6.1,83.3*,2.3,11.0,-20.4,6.8,2.9
CCCCN(C(=O)Nc1ccccc1)C1CCS(=O)(=O)C1 (centres undefined),7.1,/,0.0,/,-3.2,0.2,/,-0.7,7.1
COc1ccccc1C(CNC(=O)c1ccc(NS(=O)(=O)c2ccc(C(C)=O)cc2)cc1)N1CCCC1 (centres undefined),-0.5,/,0.3,/,-5.7,-1.7,/,-0.1,/
Cc1ccc(C)c(N2CCN(C(=O)c3ccc(Cl)c(NC4=NC5CS(=O)(=O)CC5S4)c3)CC2)c1 (centres undefined),1.3,102.0,-1.9,41.2,5.3,7.9,-4.3,2.4,-3.2

# Screening results (PubChem)
